Bioassay records as filed in PubChem BioAssay.
a7 integrin act – integrin-mediated muscular dystrophy alleviation activation; alpha7betagal myoblasts, beta-gal FDG fluorescence, 48 h; Potency, µM (doses to about 38.3 µM), without a hit: at the highest dose activation, actives largely listed as activators; hit rate 0.064% among 350,000; AID 624291;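 note: potency is the fitted concentration of half-maximal effect; 100% = response of the positive control SU9516; nearly all actives have a fitted effect of over 60% in size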
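alpha7betagal+/- myoblasts (passage 13, 250/well) treated 48 h at 37C with compounds at 1:260 dilution of DMSO stock. Lysed, then beta-galactosidase activity read as FDG fluorescence (ex 480/em 540) after 30 min, with pre-read for autofluorescence.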
ASM inhibitor – inhibitors of human secretory acid sphingomyelinase; P17405; placental ASM, HMU-PC fluorogenic substrate, 60 min; Potency, µM (highest dose often 57.5 µM), without a hit: at the highest dose activity change, negative = inhibition, most hits filed as inhibitors; hit rate 0.006% among 340,000; AID 504937; note: potency is the fitted concentration of half-maximal effect
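HMU-PC0 cleavage (9 uM final) by human placental ASM, 60 min at 37 °C following 10 min compound exposure at RT; stopped at pH 10, fluorescence Ex 386/Em 447 nm.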
PKM2 activator – activators of human pyruvate kinase M2. P14618. purified PKM2, Kinase-Glo ATP luminescence, activation; response scale: 0% is enzyme alone, no compound. Potency, µM (top dose mostly 57.5 µM), inactives show top-dose activation, usual class: activators. hit rate 0.34% among 260,000. AID 1631; note: potency is the fitted concentration of half-maximal effect; % is set by controls: 0 for no effect and ±100 for the full control effect; nearly all actives have a fitted effect of over 55% in size
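hPK-M2, >95% pure; 0.1 mM ADP / 0.5 mM PEP final; imidazole pH7.2 buffer w/ 7 mM MgCl2, 50 mM KCl; 1 h RT; Kinase-Glo lum. Intermediate enzyme activity for dual inhibitor/activator qHTS.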
GALK inh – inhibitors of human galactokinase. Purified GALK, Kinase-Glo residual ATP luminescence. Potency, µM (series often up to 57.5 µM), for inactives: at the highest dose activity change, negative = inhibition, most hits filed as inhibitors. hit rate 0.007% among 270,000. AID 1868; note: potency is the fitted concentration of half-maximal effect; % is set by controls: 0 for no effect and ±100 for the full control effect
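GALK at 5 nM final was combined with compound, 35 uM ATP and 100 uM galactose in HEPES pH8.0 with MgCl2 and DTT. The reaction ran one hour at room temperature before luminescent ATP detection.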
Chronic BCR inh – chronic active BCR signaling inhibition; ABC-DLBCL IkBa-CBG/CBR reporter, luminescence ratio, 4 h; Potency, µM (series often up to 46.1 µM), without a hit: at the top dose ratio change, negative = lower green/red ratio, most hits filed as inhibitors; hit rate 0.05% among 340,000; AID 493014; active = well fitted inhibition curve with a large enough effect in the signal ratio, with a control signal flat, not every such curve was filed as active; inconclusive = small, poorly fitted or top-dose-only effect, or effect the other way, or a change in a side signal; the % refers to the signal ratio;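 note: potency is the fitted concentration of half-maximal effect; plate controls were basal doxycycline-induced cells for no effect and cells given 10 µM MG132 for full effect; MG132 reads +100%, hits lower the ratio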
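Concentration-response series (up to 46 uM) were applied to TMD8 dual-reporter cells for 4 h at 37C with doxycycline. Green/red ratio, after filter-overlap correction, defined %Activity; red signal alone was normalised to basal cells and zero luminescence.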
TSG101-PTAP inh – blocks PTAP/TSG101 interaction to inhibit HIV-1 budding | Fluorescence polarization, FITC-PTAP peptide / Tsg101 binding | Potency, µM (top dose mostly 115 µM), for the others: at the highest dose activity change, negative = inhibition, most hits filed as inhibitors | Q99816 | 340,000 tested, under 10 active; active = well fitted inhibition curve with a large enough effect in the main read-out, with a control signal flat, not every such curve was filed as active; inconclusive = small, poorly fitted or top-dose-only effect, or effect the other way, or a change in a side signal; inactive = no such curve, though single readings can be large or run the other way; note: potency is the fitted concentration of half-maximal effect; % of control where 0% means no effect
Target sequence (Q99816 whole entry, looked up): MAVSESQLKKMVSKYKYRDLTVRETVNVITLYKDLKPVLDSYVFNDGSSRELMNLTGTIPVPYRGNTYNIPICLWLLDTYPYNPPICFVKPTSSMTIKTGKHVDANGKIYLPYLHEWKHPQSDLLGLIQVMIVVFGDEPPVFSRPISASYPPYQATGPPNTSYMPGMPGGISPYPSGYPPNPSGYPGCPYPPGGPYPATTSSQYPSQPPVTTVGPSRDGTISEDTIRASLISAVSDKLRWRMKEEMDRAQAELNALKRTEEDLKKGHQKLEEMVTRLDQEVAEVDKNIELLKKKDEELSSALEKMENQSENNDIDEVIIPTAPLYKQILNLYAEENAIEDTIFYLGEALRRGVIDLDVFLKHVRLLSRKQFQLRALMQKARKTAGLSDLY
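Fluorescence anisotropy tracks displacement of a FITC-tagged PTAP peptide (50 nM) from the Tsg101 binding domain (10 uM), following a 20 min room-temperature incubation at pH 7.5.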
Coupling enz – coupling enzyme interference in Giardia aldolase counter-screen; coupling enzyme system counterscreen, AmpLite Red fluorescence; activity change, negative = inhibition, % at 58.2 µM, hits read low; hit rate 0.67% among 290,000; AID 2472; in the data active = activity change below about -30%; note: % is set by controls: 0 for no effect and ±100 for the full control effect
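Compounds tested against the coupling enzymes alone at 57.5 uM final; readout was AmpLite Red fluorescence (525/598 nm) after 20 min at RT.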
Giardia killer – Giardia lamblia killing. Giardia lamblia trophozoite viability. activity change, % at 7.66 µM, hits read low. hit rate 0.15% among 340,000; in the data active = activity change below about -80%; inconclusive = between about -30% and that limit;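 note: parasites exposed to compound for two days anaerobically before the ATP read; % is set by controls: 0 for no effect and ±100 for the full control effect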
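Each well holds 100 Giardia trophozoites and compound. After two days (48 hrs) at 37 deg C in anaerobic conditions, ATP is quantified by luminescence.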
Menin MLL FP TR – inhibitors of human menin-MLL interaction, mutant MLL peptide; hit rate 0.23% among 270,000; Menin + Texas Red MLL mutant peptide, fluorescence polarization; O00255; Potency, µM (titrated, usually from 61.6 µM), without a hit: at the top dose FP activity change, negative = inhibition, most hits filed as inhibitors; AID 1768; active = well fitted inhibition curve with a large enough effect in the polarisation, with a control signal flat, not every such curve was filed as active; inconclusive = small, poorly fitted or top-dose-only effect, or effect the other way, or a change in a side signal; inactive = no such curve, though single readings can be large or run the other way; the % refers to the polarisation; note: potency is the fitted concentration of half-maximal effect; % of control where 0% means no effect; many of its hits are not listed in these tables
Target sequence (O00255 whole entry, looked up): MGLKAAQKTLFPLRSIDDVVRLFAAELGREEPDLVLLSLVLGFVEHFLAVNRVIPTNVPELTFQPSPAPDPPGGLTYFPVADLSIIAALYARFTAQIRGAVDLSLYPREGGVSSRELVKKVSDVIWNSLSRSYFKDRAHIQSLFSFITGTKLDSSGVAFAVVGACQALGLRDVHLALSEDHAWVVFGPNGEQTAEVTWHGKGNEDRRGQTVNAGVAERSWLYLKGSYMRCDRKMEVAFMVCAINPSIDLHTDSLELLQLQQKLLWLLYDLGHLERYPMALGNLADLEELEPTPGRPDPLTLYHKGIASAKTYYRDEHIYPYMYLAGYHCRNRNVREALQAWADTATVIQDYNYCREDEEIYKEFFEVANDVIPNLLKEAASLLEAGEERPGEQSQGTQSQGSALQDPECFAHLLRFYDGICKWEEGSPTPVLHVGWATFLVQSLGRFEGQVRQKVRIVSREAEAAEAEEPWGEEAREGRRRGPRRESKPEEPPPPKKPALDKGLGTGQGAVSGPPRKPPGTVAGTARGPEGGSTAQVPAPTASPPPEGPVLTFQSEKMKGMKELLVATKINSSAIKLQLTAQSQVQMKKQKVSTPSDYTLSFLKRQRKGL
Tb PFK inh – T. brucei PFK enzyme inhibition; T. brucei PFK, ADP-Glo luminescence; Potency, µM (titrated, usually from 57.5 µM), without a hit: top-dose activity, negative = inhibition, usual class: inhibitors; hit rate 0.17% among 330,000;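 note: potency is the fitted concentration of half-maximal effect; 0% = uninhibited 1x PFK enzyme wells and -100% = no-enzyme wells; nearly all actives have a fitted effect of over 60% in size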
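Activity is normalized to no-enzyme wells (full inhibition) and 1.25 nM enzyme wells (no inhibition). Reaction: 0.5 mM F6P, 0.1 mM ATP, 45 min RT, ADP-Glo luminescence; concentration-response curves fitted and classed by quality.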
B2AR arrestin – agonists driving beta-arrestin recruitment to human beta2-adrenergic receptor. P07550. beta-arrestin recruitment to beta2AR, cell-based reporter. Potency, µM (doses to about 46.1 µM), for inactives: at the top dose activation, actives largely listed as activators. hit rate 0.02% among 330,000. AID 492947;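 note: potency is the fitted concentration of half-maximal effect; 0% = DMSO controls and full agonism = EC100 isoproterenol or metaproterenol; nearly all actives have a fitted effect of over 65% in size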
Numbers without * were called inactive; i = inactive; ? = inconclusive; . = no result given; [ ] = dose if it differs, or a comment. Unless noted, calls come from the whole dose curve; as a rule, active = well fitted curve in the direction sought with a large enough effect; inconclusive = small, poorly fitted or top-dose-only effect, or another doubt; inactive = no such curve, though single readings can be large; an effect the other way counts as inactive or inconclusive. These rows are one share of the data. The share of hits here may be higher or lower than overall.

Under each structure: B2AR arrestin, GALK inh, ASM inhibitor, TSG101-PTAP inh, Coupling enz, Chronic BCR inh, PKM2 activator, Tb PFK inh, Giardia killer, Menin MLL FP TR, a7 integrin act
CCOC(=O)CNC(=O)c1cc2c(=O)[nH]c3ccc(C)cc3c2s1
 : -0.4%, -1%, 19%, -6%, 0, ?, ., 1%, 12, -3%, 6%
Cc1ccnc2c1ccc1ccccc12
 : 0.0%, -2%, -2%, -4%, -6, ?, ., 7%, -16, -2%, 20%
CSc1ccc(CNc2ccc(Cl)cc2)cc1
 : -0.8%, -1%, -4%, -7%, 1, ?, 5%, -5%, 0, ?, ?
Cc1ccc(-c2csc(NC(=O)C3CC=CCC3C(=O)O)c2C(=O)OC(C)C)cc1 (stereo unspecified)
 : -0.6%, 0%, ?, -4%, 22, 9%, -3%, -2%, -23, -3%, 6%
CCOc1ccccc1OCCCC(=O)Nc1ccc(Cl)c(S(=O)(=O)N2CCOCC2)c1
 : 0.2%, ., -5%, -1%, ., 0%, ., 0%, 2, ., -48%[inhibitor]
COc1cccc(-c2nnn(CC(=O)N3CCC(C)CC3)n2)c1
 : -1.1%, 0%, 4%, -4%, 1, -2%, 2%, 5%, 30[activator], -9%, 12%
CC(NC(=O)COc1ccccc1)C(=O)NC1=NCCS1 (stereo unspecified)
 : -0.2%, -1%, -3%, -14%, 1, 0%, 3%, -3%, 9, 2%, -7%
CC1CC(=O)N(C)c2cc([N+](=O)[O-])ccc2N1 (stereo unspecified)
 : 0.3%, -3%, 0%, -4%, 4, 7%, 0%, -6%, 20, 4%, 16%
CC(=O)Oc1ccc2c(=O)c(Oc3ccccc3)c(C)oc2c1OC(C)=O
 : 0.2%, 0%, 2%, 1%, -3, 0%, 16%, 1%, 10, -3%, -22%
CCc1ccc(OCC(=O)N(CC)CC)cc1
 : 0.2%, -1%, 3%, -1%, 1, ?, -3%, 3%, 10, 0%, 8%
COc1ccccc1-n1c(CNC(=O)c2ccc(S(=O)(=O)N3CCOCC3)cc2)n[nH]c1=S
 : -0.3%, 1%, 1%, -3%, 6, ?, -9%, -6%, -5, -10%, -3%
O=C(CCCSc1nc2sc3c(c2c(=O)[nH]1)CCC3)NCCO
 : 0.0%, 1%, 8%, 4%, -1, ?, 10%, -3%, -17, -8%[11.7 µM], -22%
COc1ccc(C(CNC(=O)CSc2ccccc2F)N2CCOCC2)cc1 (stereo unspecified)
 : -0.3%, ., 1%, -2%, ., 9%, ., -9%, -16, ., -2%
COc1ccc(C(=O)OCC(=O)NC2CC2)cc1OC
 : 0.2%, ., -1%, -6%, ., -3%, ., -8%, 9, ., ?
CCC(C)(C)NC(=O)C1CCC(CNS(=O)(=O)c2cccc3nsnc23)CC1 (stereo unspecified)
 : 0.3%, -4%, -2%, -3%, ., 4%, ., 0%, 4, ., -25%
Cc1ccc2c(C)c(C(=O)Nc3nnc(C)s3)oc2c1
 : 0.1%, 0%, -2%, -5%, -1, 7%, -4%, 1%, -5, -1%, 27%
CC1(C)CC(=O)C2=C(C1)N(CCN1CCOCC1)C1=C(C(=O)CC(C)(C)C1)C2c1cccc(F)c1
 : 0.4%, -1%, i, -7%, 0, ?, 3%, -6%, -7, 8%, 0%
COc1ccc(C)cc1NC(=O)C1CCCN(S(=O)(=O)c2cccs2)C1 (stereo unspecified)
 : -0.5%, -2%, -1%, -6%, -5, 15%, -7%, 1%, 5, 0%, -2%
Cc1ccccc1NC(=O)C(C)OC(=O)CCC(=O)N(CC(C)C)c1c(N)n(CC(C)C)c(=O)[nH]c1=O (stereo unspecified)
 : -0.3%, ., -7%, -6%, ., -5%, ., -2%, 13, ., 0%
Cc1cc(NC(=O)CSc2nnc(-c3ccncc3)n2Cc2ccccc2)n(-c2ccccc2)n1
 : 0.1%, 1%, -5%, 1%, -3, 2%, 0%, 2%, -7, ., 17%
NNC(=O)c1nn(-c2ccc(Cl)cc2)cc1O
 : -0.4%, ., 37%[activator], -5%, 0, 6%, ?, 0%, -9, ., ?
COc1cccc(NC(=O)CN(C)C(=O)c2cc3ccccc3cc2OC)c1
 : 0.2%, ., 0%, -6%, ., -8%, ., 2%, -4, ., 16%
CN1CCN(/C=N/C2=C(C#N)C(c3ccccc3)C3=C(CC(C)(C)CC3=O)O2)CC1 (stereo unspecified)
 : 0.2%, ., 0%, -1%, 0, 3%, 0%, -3%, -1, -3%, -4%
COc1ccc(NC(=O)Cn2c(C(C)C)nc(C)cc2=O)cc1Cl
 : -0.3%, 1%, -3%, -2%, 0, -15%, 0%, -2%, ?, -12%, ?
COc1cccc(CCN2C(=O)C(=O)N([C@@H](CNCc3ccccc3)Cc3ccccc3F)C[C@@H]2C(C)(C)C)c1
 : -0.1%, 3%, 3%, 1%, 7, -1%, 2%, 1%, 5, ., -1%
Cc1c(CCOC(=O)CC23CC4CC(CC(C4)C2)C3)sc[n+]1CC(=O)c1ccccc1
 : -0.3%, 6%, -9%, -3%, 2, -8%, 2%, -5%, -3, ?, -3%
CCCCc1ccc(N2C(=O)[C@@H]3C(CC(N)=O)NC4(C(=O)Nc5ccc(F)cc54)[C@@H]3C2=O)cc1 (stereo partly specified)
 : 7.9%, 2%, -15%, -5%, -1, ?, 2%, -5%, 0, 13%, -15%
COc1cc(C(=O)Nc2ccc3c(c2)ncn3C(C)(C)C)cc(OC)c1OC
 : -1.0%, 2%, -3%, -1%, 1, 0%, -12%, -4%, 4, 0%, -50%[inhibitor]
COc1ccc(C(=O)Nc2cccc(C(=O)N/N=C/c3ccc(OC)cc3OC)c2)cc1
 : 0.1%, -1%, -15%, 1%, -2, ?, ., 1%, -25, ., -2%
Clc1ccccc1-c1nnc(-c2cccnc2)o1
 : 0.3%, 0%, 1%, -6%, 0, -11%, 0%, 1%, -18, -9%, ?
O=C(Nc1cc(Cl)ccc1Cl)c1ccc(-c2ccccc2)cc1
 : 0.2%, 1%, 4%, -2%, 3, -7%, 2%, -1%, -25, ?, 30%
O=C(CCC(=O)c1ccccc1)NCCOc1ccccc1
 : 0.0%, 0%, 3%, -2%, 1, -5%, -6%, 2%, -6, 5%, 17%
CCOC(=O)c1ccc(N/C=C/C(=O)c2ccco2)cc1
 : 3.1%, 4%, ., -3%, 4, -2%, -33%, 1%, -1, 4%, 13%
O=C(CSc1cccs1)Nc1cccc2ccccc12
 : 0.3%, 1%, -1%, 1%, -1, 3%, 0%, 1%, 0, 9%, 5%
O=C(Cc1ccc2c(c1)OCCO2)Nc1ccc(Cl)c(S(=O)(=O)N2CCOCC2)c1
 : -0.1%, ., -1%, 0%, ., -8%, ., -3%, -14, ., -17%
CC(C)CNC(=O)COC(=O)c1ccc(Cl)c(S(N)(=O)=O)c1
 : -0.2%, -4%, 1%, -1%, 0, 0%, -12%, -5%, 2, ., 6%
COc1cc2c(cc1OC)C(c1ccc(C)o1)CC(=O)N2 (stereo unspecified)
 : -0.1%, 0%, 16%, -2%, -1, -6%, 26%, -8%, 20, 2%, -20%
COc1ccc(N2C(=O)CC(Nc3ccc(N4CCOCC4)cc3)C2=O)c(OC)c1 (stereo unspecified)
 : 0.0%, 0%, 0%, -5%, -8, -1%, 17%, -1%, 12, 7%, 19%
Cc1cc2c(c(=O)o1)C(c1cccs1)C(C#N)=C(N)O2 (stereo unspecified)
 : -0.7%, 0%, 4%, -9%, -1, ?, 8%, 0%, 3, ?, -45%
O=c1[nH]c(NC2CCCCC2)nnc1Cc1ccccc1
 : -0.6%, 3%, 1%, 0%, 2, ?, -33%, -2%, -11, 1%, 6%
CCOC(=O)c1c(C)nc2c(c1-c1ccc(OC)c(OC)c1)C(=O)c1ccccc1-2
 : -0.1%, 1%, 4%, 5%, 1, 0%, 0%, 0%, -7, 12%, 6%
O=S(=O)(c1ccc(F)cc1)N1CCCNCC1
 : 0.3%, 4%, 2%, -4%, 1, 0%, ., 0%, -16, 3%, ?
C/C(=N\OCC(=O)Nc1ccc2c(c1)OCCO2)c1ccc2c(c1)OCCO2
 : -0.2%, 0%, 2%, -4%, -5, -19%, 9%, 3%, 5, -11%, 19%
CCOC(=O)n1c(=O)n(Cc2cccc(F)c2)c2ccccc21
 : -0.9%, 10%, -1%, -9%, -1, -1%, -9%, -1%, -1, -6%, -19%
Cc1cccc(C(=O)NNC(=O)c2ccccc2[N+](=O)[O-])c1
 : -1.0%, 1%, -2%, -1%, 1, ?, 4%, -1%, -24, 7%, 3%
